Integrin act MD = qHTS for Activators of Integrin-Mediated Alleviation for Muscular Dystrophy. alpha7betagal myoblasts, beta-gal FDG fluorescence, 48 h. Potency, µM (highest dose often 38.3 µM), without a hit: top-dose activation, usual class: activators. hit rate 0.064% among 350,000. AID 624291, 2012;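 note: potency is the fitted concentration of half-maximal effect; 100% = response of the positive control SU9516; nearly all actives have a fitted effect of over 60% in size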
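Alpha7betagal+/- myoblasts (passage 13) were plated 16-24 hr, then exposed to compounds (1:260 dilution of DMSO stock) for 48 hours at 37C. After MPER lysis, β-galactosidase reporter activity was read as FDG fluorescence (ex 480/em 540) after 30 minutes.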
USP2a inh = qHTS Assay for Inhibitors of Ubiquitin-specific Protease USP2a Using CHOP2 as the Reporter | Ubiquitin carboxyl-terminal hydrolase 2 (Homo sapiens), O75604 | hit rate 0.01% among 330,000 | Potency, µM (series often up to 38.3 µM), inactives show top-dose activity change, negative = inhibition, hits mostly inhibitors | AID 463254, 2010 | USP2 core, Ub-CHOP2 coupled fluorogenic reporter, 485/531;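 note: potency is the fitted concentration of half-maximal effect; plate controls were DMSO wells for no effect and full inhibition by NEM control for full effect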
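Deubiquitinase activity read as fluorescence (485/531 nm) after Ub-CHOP2 cleavage activates the enterokinase reporter on its substrate; USP2 core 10nM, Ub-CHOP2 and substrate 25nM each, 30min compound preincubation then 60min RT; data normalized to NEM, curves fitted.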
S-ASM inh = Inhibitors of Secretory Acid Sphingomyelinase (S-ASM): qHTS; Sphingomyelin phosphodiesterase (Homo sapiens), P17405; placental ASM, HMU-PC fluorogenic substrate, 60 min; Potency, µM (highest dose often 57.5 µM), for inactives: at the highest dose activity change, negative = inhibition, actives largely listed as inhibitors; hit rate 0.006% among 340,000; AID 504937, 2011; note: potency is the fitted concentration of half-maximal effect
Target sequence (P17405 47-631 limits assumed): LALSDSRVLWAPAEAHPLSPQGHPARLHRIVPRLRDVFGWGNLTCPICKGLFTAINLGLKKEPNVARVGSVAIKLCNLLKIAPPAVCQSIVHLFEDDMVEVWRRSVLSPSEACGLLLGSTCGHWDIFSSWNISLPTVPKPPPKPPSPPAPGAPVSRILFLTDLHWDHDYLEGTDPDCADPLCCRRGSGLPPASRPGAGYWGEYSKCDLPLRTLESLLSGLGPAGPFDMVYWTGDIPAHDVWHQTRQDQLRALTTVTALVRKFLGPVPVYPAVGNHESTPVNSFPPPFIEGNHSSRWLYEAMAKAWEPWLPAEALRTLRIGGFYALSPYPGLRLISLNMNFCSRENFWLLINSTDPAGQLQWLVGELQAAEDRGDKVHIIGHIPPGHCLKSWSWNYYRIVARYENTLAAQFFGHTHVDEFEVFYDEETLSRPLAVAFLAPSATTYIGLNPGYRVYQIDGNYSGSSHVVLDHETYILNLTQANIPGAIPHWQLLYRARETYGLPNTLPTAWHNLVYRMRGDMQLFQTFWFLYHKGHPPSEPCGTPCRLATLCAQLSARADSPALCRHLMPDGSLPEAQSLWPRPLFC
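Fluorogenic HMU-PC substrate (9 uM final) is turned over by placental ASM in 60 min at 37 C after a 10 min compound preincubation. Reaction ended by alkaline stop (pH 10), with fluorescence read at 386/447 nm.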
Eya2 inh = qHTS Assay for Inhibitors of the Phosphatase Activity of Eya2 | Protein phosphatase EYA2 (Homo sapiens), O00167 | recombinant Eya2, OMFP fluorescence dephosphorylation (OMFP is methylfluorescein phosphate) | Potency, µM (highest dose often 76.9 µM), for the others: at the top dose activity, negative = inhibition, usual class: inhibitors | hit rate 0.006% among 330,000; note: potency is the fitted concentration of half-maximal effect; % is set by controls: 0 for no effect and ±100 for the full control effect
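Eya2 (0.2 uM) preincubated 10 min at ambient with compound, then OMFP substrate added at 50 uM; 10 min reaction in 50 mM HEPES pH 7.5, 50 mM NaCl, 5 uM MgCl2, 0.05% BSA, 1 mM DTT. Fluorescence read at Ex 485/Em 525 nm.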
ELG1 genotoxic = qHTS screen for small molecules that induce genotoxicity in human embryonic kidney (HEK293T) cells expressing luciferase-tagged ELG1; HEK293T ELG1-luciferase reporter, luminescence, 16 h; Potency, µM (top dose mostly 46 µM), inactives show top-dose activity change, positive = activation, most hits filed as activators; hit rate 1.3% among 330,000; note: potency is the fitted concentration of half-maximal effect; % of control where 0% means no effect; nearly all actives have a fitted effect of over 60% in size
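Cells (2,000/well) expressing the ELG1-luciferase fusion are dosed by pin tool and kept 16 hr at 37 °C, 5% CO2. Signal comes from ONE-Glo luciferase reagent after 30 min at room temperature.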
BRCA1 expr act = qHTS Assay to Identify Small Molecule Activators of BRCA1 Expression; MCF7-BRCA1-FFLuc reporter, luminescence, 48 h; response scale: scaled: vehicle 0%, 10 µM genistein 100%; Potency, µM (top dose mostly 46.1 µM), inactives show top-dose activation, most hits filed as activators; hit rate 1.1% among 380,000; note: potency is the fitted concentration of half-maximal effect; nearly all actives have a fitted effect of over 80% in size; some results filed as inactive show a strong effect at the top dose
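Activators of BRCA1 expression were detected as increased firefly luciferase luminescence in engineered MCF7 cells after 48 h compound incubation. Signals were scaled to genistein 10 microM as full activation.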
TSG101-PTAP inh = qHTS Assay for Iinhibitors of HIV-1 Budding by Blocking the Interaction of PTAP/TSG101. Tumor susceptibility gene 101 protein (Homo sapiens), Q99816. 340,000 tested, under 10 active. Potency, µM (highest dose often 115 µM), without a hit: at the highest dose activity change, negative = inhibition, most hits filed as inhibitors. Fluorescence polarization, FITC-PTAP peptide / Tsg101 binding; active = well fitted inhibition curve with a large enough effect in the main read-out, with a control signal flat, not every such curve was filed as active; inconclusive = small, poorly fitted or top-dose-only effect, or effect the other way, or a change in a side signal; inactive = no such curve, though single readings can be large or run the other way; note: potency is the fitted concentration of half-maximal effect; % of control where 0% means no effect
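Tsg101 binding domain (10 uM final) was mixed with compound and a FITC-labeled PTAP peptide (50 nM final) in HEPES pH 7.5 buffer with NaCl, Tween 20, EDTA and TCEP; fluorescence polarization was read after 20 min at r.t.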
B2AR arrestin = qHTS assay of beta-arrestin-biased ligands of beta2-adrenergic receptor; beta-arrestin recruitment to beta2AR, cell-based reporter; Potency, µM (highest dose often 46.1 µM), inactives show at the top dose activation, most hits filed as activators; Beta-2 adrenergic receptor (Homo sapiens), P07550; hit rate 0.02% among 330,000;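 note: potency is the fitted concentration of half-maximal effect; 0% = DMSO controls and full agonism = EC100 isoproterenol or metaproterenol; nearly all actives have a fitted effect of over 65% in size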
Target sequence (P07550 whole entry, looked up): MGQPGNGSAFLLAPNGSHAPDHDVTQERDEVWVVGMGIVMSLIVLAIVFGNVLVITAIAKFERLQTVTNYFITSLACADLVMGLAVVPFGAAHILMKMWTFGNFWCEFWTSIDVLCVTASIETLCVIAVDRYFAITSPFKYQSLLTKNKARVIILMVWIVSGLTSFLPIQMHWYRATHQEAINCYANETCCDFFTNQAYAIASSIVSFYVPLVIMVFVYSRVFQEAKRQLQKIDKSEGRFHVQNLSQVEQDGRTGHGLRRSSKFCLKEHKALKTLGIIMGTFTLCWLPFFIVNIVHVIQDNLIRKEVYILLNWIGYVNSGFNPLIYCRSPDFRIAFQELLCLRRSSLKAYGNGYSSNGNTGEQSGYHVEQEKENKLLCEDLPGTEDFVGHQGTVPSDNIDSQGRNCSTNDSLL
TRPV1 agonist = HTS Assay for Compounds that Act as Agonists of the Vanilloid Receptor 1; Transient receptor potential cation channel subfamily V member 1 (Homo sapiens), Q8NER1; hit rate 0.19% among 320,000; activation, % at 8.33 µM; TRPV1-expressing cells, Fluo-8 calcium influx, agonist mode; in the data active = activation above about 80%; inconclusive = between about 30% and that limit; note: 0% is about no effect
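TRPV1-expressing cells were cultured overnight at 35.5C and loaded with Fluo-8 calcium dye for 40 to 90 min at room temperature. After a 10 s baseline, compound was added and calcium influx was read kinetically for 3 min (ex 480/em 520 nm).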
p53 reactivation = qHTS assay for re-activators of p53 using a Luc reporter | H1299 p53-A138V BP100-luciferase reporter, luminescence, 24 h | Potency, µM (titrated, usually from 92.2 µM), for inactives: top-dose activity change, positive = activation, actives largely listed as activators | hit rate 0.063% among 320,000 | AID 504706, 2011; note: potency is the fitted concentration of half-maximal effect; % of control where 0% means no effect; nearly all actives have a fitted effect of over 45% in size
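H1299 (p53-null), stable ts p53-A138V + BP100-Luc; 1000 cells/well, Opti-MEM/10% FBS; cpd 4 pt, 1:5; 24 h, 37 deg C, 5% CO2; detection reagent 10 min RT; luminescence.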
uPA surface inh = qHTS for Inhibitors of Cell Surface uPA Generation. cell surface uPA generation assay, qHTS. Potency, µM (series often up to 38.3 µM), for inactives: at the top dose activity change, negative = inhibition, most hits filed as inhibitors. AID 540303, 2011. hit rate 0.31% among 330,000; active = well fitted inhibition curve with a large enough effect; inconclusive = small, poorly fitted or top-dose-only effect; inactive = no such curve, though single readings can be large or run the other way; tested in mouse RAW 264.7 cells; note: potency is the fitted concentration of half-maximal effect; % is set by controls: 0 for no effect and ±100 for the full control effect; nearly all actives have a fitted effect of over 55% in size
Starred values were filed as active, the others as inactive; ? = inconclusive; . = not tested or not shown; [ ] = another dose, or the depositor's remark. Unless noted, calls come from the whole dose curve; as a rule, active = well fitted curve in the direction sought with a large enough effect; inconclusive = small, poorly fitted or top-dose-only effect, or another doubt; inactive = no such curve, though single readings can be large; an effect the other way counts as inactive or inconclusive.

SMILES	Integrin act MD	USP2a inh	S-ASM inh	Eya2 inh	ELG1 genotoxic	BRCA1 expr act	TSG101-PTAP inh	B2AR arrestin	TRPV1 agonist	p53 reactivation	uPA surface inh
Cc1nnc(NC(=O)COc2ccccc2)s1	39%	6%	0%	-2%	19%	0%	-1%	-0.1%	0	5%	-1%
C=CCNC(=S)/N=c1/ccccn1CCC	-68%[inhibitor]	-2%	7%	-29%	0%	-16%	1%	-0.3%	3	2%	6%
COc1ccc(C(=O)NC(=O)Nc2cc(C)ccn2)cc1	-3%	3%	1%	-11%	?	-98%[inhibitor]	-5%	0.0%	0	?	?
Cc1cccc(OC(=O)n2c(=S)oc3cc(Cl)ccc32)c1	42%	5%	2%	0%	1%	3%	-12%	-0.8%	-3	-6%	-8%
COc1ccc(OCC2CCCN(Cc3nc(CC4CC4)no3)C2)cc1 (centres undefined)	?	-4%	-2%	-1%	1%	?	-10%	-0.1%	11	14%	0%
Cc1cc2nccc(-c3ccc(Cl)c([N+](=O)[O-])c3)n2n1	25%	1%	-1%	2%	8%	-39%	6%	-0.3%	-2	8%	-10%
COc1cc(-c2[nH]ncc2CN(C)Cc2cc(C)[nH]n2)cc(OC)c1OC	-13%	7%	5%	4%	14%	0%	-3%	0.0%	-1	-3%	14%
CCOC(=O)C1CCCN(C(=O)c2sc3nc4n(c(=O)c3c2C)CCC4)C1 (centres undefined)	-3%	1%	1%	0%	-1%	-9%	-3%	-0.2%	3	-10%	8%
O=C1C=C(c2ccc3[nH]ccc3c2)C[C@@H](c2ccc(Cl)cc2)C1	-2%	-10%	-19%	3%	-2%	0%	-1%	0.0%	?	-11%	-8%
CCOc1ccc(NS(=O)(=O)c2ccc(OC)c(NC(=O)c3ccc4c(c3)OCCO4)c2)cc1	-3%	-4%	.	1%	-2%	-36%	-1%	-0.3%	7	1%	-1%
COc1ccccc1CNC(=O)C1CCN(S(C)(=O)=O)CC1	8%	.	-2%	.	.	6%	-6%	.	0	.	2%
CC(C)OCCCNC(=O)C1CCN(S(=O)(=O)N2CCCCC2)CC1	6%	0%	0%	2%	-2%	-9%	-5%	0.1%	-3	10%	-14%
CCCCc1nnc(NC(=O)c2ccc(-n3cncn3)c([N+](=O)[O-])c2)s1	22%	-1%	-2%	6%	1%	-13%	0%	-0.1%	-1	0%	2%
COc1ccc(NC(=O)CN2C(=O)COc3ccc(S(=O)(=O)N4CCOCC4)cc32)cc1	26%	0%	5%	-1%	6%	5%	1%	0.0%	5	-36%[inhibitor]	4%
CC(=O)c1ccc(NC(=O)C2CCCN2S(=O)(=O)c2ccc(F)cc2)cc1 (centres undefined)	20%	0%	2%	-7%	-1%	0%	-3%	0.6%	.	1%	3%
CCOC(=O)C1=C(c2ccccc2)NC(=S)NC1C (centres undefined)	-9%	1%	-1%	-14%	-2%	-15%	-2%	-1.1%	-5	-12%	0%
O=C(CCN1CCOCC1)NNC(=S)NC(=O)c1ccc(Br)cc1	13%	0%	7%	-28%	0%	-7%	-1%	0.1%	1	-2%	0%
COc1ccc(-c2csc(NC(CO)c3nc4ccccc4n3Cc3ccc(C)cc3)n2)cc1 (centres undefined)	34%	.	?	.	.	-65%	0%	.	.	.	-21%
CC(C)NC(=O)C1CCN(c2ccc(S(=O)(=O)N3CCOCC3)cc2Cl)CC1	3%	7%	2%	13%	-4%	-7%	-1%	-0.3%	1	-4%	-3%
COc1ccc(OCc2nnc(SCC(=O)c3ccccc3)o2)cc1	-28%	2%	-7%	3%	1%	-25%	-3%	0.1%	2	-1%	-5%
Cc1cc(C)c(C)c(S(=O)(=O)NCc2ccc(C(=O)N3CCN(C)CC3)cc2)c1C	-12%	3%	-1%	-4%	-4%	-12%	-5%	0.1%	-4	-4%	-2%
CC(=O)Oc1ccc2oc(C)c(C(=O)N3CCOCC3)c2c1	3%	-1%	2%	24%	0%	-2%	-2%	-1.0%	5	-37%[inhibitor]	6%
Cc1cc2cc(CCNC(=O)C3c4ccccc4Oc4ccccc43)c(=O)[nH]c2cc1C	.	1%	.	0%	1%	.	.	-0.9%	-4	2%	.
O=C(Cn1cncn1)N1CCN(c2ccc(F)cc2)CC1	-15%	-2%	-1%	7%	1%	-5%	-8%	-0.6%	3	1%	1%
Cc1cc(N)n2ncc(-c3ccc(Cl)cc3)c2n1	-33%	-1%	-1%	7%	?	36%	-13%	-0.5%	0	?	-8%
CC1CC(C)CN(CCOc2ccc(Br)cc2)C1 (centres undefined)	-15%	0%	6%	7%	-4%	-6%	-7%	-0.1%	1	-5%	1%
CCOC(=O)c1c(NC(=O)NC(C)(C)C)sc2c1CCN(C)C2	-17%	0%	34%[activator]	-29%	-2%	1%	-2%	0.7%	2	-6%	-1%
COc1ccc(CN(Cc2cccn2C)S(=O)(=O)c2cccc(C(F)(F)F)c2)cc1	13%	3%	2%	-16%	-8%	-8%	-5%	-0.8%	14	3%	-7%
COCCNC(=O)CCCCCNS(=O)(=O)c1ccc(C)cc1	6%	3%	4%	-5%	1%	0%	-4%	-0.3%	4	-18%	1%
COCCN(C(=O)CSc1nc2ccc(OC)cc2[nH]1)c1c(N)n(Cc2ccccc2)c(=O)[nH]c1=O	1%	-1%	3%	5%	4%	-5%	-2%	-0.2%	-5	5%	3%
O=C(Nc1ncc([N+](=O)[O-])s1)c1ccco1	-22%	-1%	-8%	-7%	2.6µM*	21%	0%	-0.6%	2	-1%	4%
CCc1cc(CNC(=O)CCc2nnc(Cc3cccc(C)c3)o2)on1	3%	3%	3%	1%	9%	5%	0%	-0.6%	4	8%	0%
COC(=O)c1cc(O)cc(OC)c1Oc1cc(C)cc(O)c1C(=O)O	-48%	-6%	2%	-4%	-16%	-79%	-3%	-0.4%	-5	9%	0.89µM*
CCOC(=O)N1CCN(CC(O)COc2ccc(C(C)C)c(C)c2)CC1 (centres undefined)	-13%	-3%	-2%	6%	0%	-1%	-1%	-1.1%	12	-1%	7%
CCCN(CC(=O)Nc1ccccc1OC)C(=O)Cc1ccc2c(c1)CCC2	6%	-1%	0%	9%	-2%	-11%	-6%	-0.4%	26	-6%	5%
O=C(Oc1cccnc1)c1cccc(Cl)c1	-9%	0%	2%	12%	1%	1%	-6%	-0.1%	-1	-1%	2%
Cn1c(=O)c2c(nc(CN3CCN(Cc4ccccc4)CC3)n2CCN2CCOCC2)n(C)c1=O	17%	1%	7%	26%	-1%	-4%	0%	-0.4%	-3	-5%	6%
CC(O)CN1CC(O)=C(c2nc3ccccc3s2)C1=N (centres undefined)	25%	0%	-3%	-4%	?	11%	-5%	-0.2%	2	5%	2%
O=C(/C=C/NCc1cccnc1)c1ccc(Br)cc1	-17%	.	1%	.	.	33%	2%	.	.	.	-9%
Cc1nn(Cc2ccc(Cl)cc2)c(C)c1NC(=O)/C=C/c1cnn(C)c1	-20%	1%	7%	-6%	-3%	6%	-5%	-1.5%	-5	-10%	7%
CCCCCCOc1ccc(/C=N/NC(=O)C2CC2)cc1	17%	-6%	-5%	-2%	5%	41%	-4%	0.0%	0	4%	2%
COC(=O)[C@@]1(Cc2ccccc2)[C@@H]2C(=CC(=O)[C@H]2CC(=O)C(=O)N(C)C)CN1C(=O)c1ccccc1	-8%	0%	5%	-3%	-13%	-50%	-6%	1.1%	9	-18%	2.8µM*
Cc1cc(OCCn2nc(C(=O)O)c3ccccc3c2=O)ccc1C(C)C	-17%	-1%	-25%	-12%	1%	-27%	-10%	0.1%	-3	5%	2%

Screens: PubChem, National Center for Advancing Translational Sciences (NCATS)
